# HIF activator – HIF pathway transcriptional activation; U2OS HRE-luciferase reporter, luminescence; normalized: DMSO 0%, desferrioxamine 100%; activation, % at 7.5 µM (by protocol); 300,000 tested, 0.32% active;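 active means mean activation of at least 10% of the iron chelator positive control signal, with at least half of replicates also reaching 10%; inconclusive means mean and replicate majority disagree about reaching 10%; inactive means mean and most replicates under 10%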
# KLF5 inhibitor – inhibitors of KLF5 expression. DLD-1 KLF5 promoter-luciferase reporter, luminescence. 290,000 tested, 0.23% active. inhibition, % at 5 µM. AID 1700;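 active means inhibition above a per-plate limit of that plate's mean compound inhibition plus 3 SD, cut at about 60% in these data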;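 further: 0% = DMSO wells and 100% = LY294002 at 200 µM; higher means less KLF5 promoter-driven luciferase light; inactives centre near -14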
# HSF1 inh – HSF1 inhibition; NIH3T3-HGL HSE-luciferase, MG132-induced, luminescence 8 h; active compounds read low; activity change, negative = inhibition, % at 7.5 µM (by protocol); 300,000 tested, 0.77% active;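 active means more than half of replicate wells show activity change below -50%, luminescence cut by over half; inconclusive means some wells, but at most half, below -50%; inactive means no replicate well below -50%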;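 further: luciferase reports HSF-1 transcriptional activity via heat shock element; 0% = median of DMSO wells and -100% = zero luminescence signal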
# aSyn UTR inh – 5' untranslated region of α-synuclein, MLPCN primary screen; 300,000 tested, 0.82% active; alpha-synuclein 5'UTR reporter, inhibitor activity; inhibition, % (tested at 7.5 µM); in the data active means inhibition above about 60%; inconclusive means no clear call, values can overlap the other calls;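 further: H4 neuroglioblastoma cells stably carrying SNCA 5'UTR luciferase fusion; 0% = DMSO wells and 100% = positive control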
# HSP90 refold inh – blocks HSP90-mediated luciferase refolding in reticulocyte lysate; 290,000 tested, 0.91% active; inhibition, % at 5.6 µM; AID 1789; Rabbit reticulocyte lysate, luciferase refolding luminescence, 3 h;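 active means inhibition above the screen-wide mean plus 3 SD, computed separately per campaign, cut at about 16% in these data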;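 further: 0% = DMSO wells and 100% = 60 µM geldanamycin wells; inhibitors lower the luminescence because luciferase stays unfolded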
# Platelet DG rel – platelet dense granule release activity; inhibition, %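 (compounds screened at 7.5 µM in platelet-rich plasma)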; 300,000 tested, 0.22% active; human platelet-rich plasma, SFLLRN dense granule ATP release, luminescence; AID 1663;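 active means mean replicate score, as percent of positive control, at or above 50; inconclusive means mean below 50 but at least one replicate at or above 50; inactive means mean and every replicate below 50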
# IEC-6 cytotox – counter-screen for KLF5 inhibitors: cytotoxicity in IEC-6 cells. IEC-6 cytotoxicity, luminescence viability. inhibition, % at 5 µM. 290,000 tested, 0.78% active; in the data active means inhibition above about 22%;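 further: 0% = plate median of test compound wells and 100% = cytotoxic reference compound wells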
# HDAC3 inh – blocks human histone deacetylase 3; recombinant HDAC3, fluorogenic peptide/trypsin coupled, fluorescence; inhibition, % at 8.3 µM; O15379; AID 2718; 320,000 tested, 0.15% active; in the data active means inhibition above about 26%, passing the limit was not always enough; inconclusive means no clear call, values can overlap the other calls
# Target sequence (O15379 whole entry, looked up): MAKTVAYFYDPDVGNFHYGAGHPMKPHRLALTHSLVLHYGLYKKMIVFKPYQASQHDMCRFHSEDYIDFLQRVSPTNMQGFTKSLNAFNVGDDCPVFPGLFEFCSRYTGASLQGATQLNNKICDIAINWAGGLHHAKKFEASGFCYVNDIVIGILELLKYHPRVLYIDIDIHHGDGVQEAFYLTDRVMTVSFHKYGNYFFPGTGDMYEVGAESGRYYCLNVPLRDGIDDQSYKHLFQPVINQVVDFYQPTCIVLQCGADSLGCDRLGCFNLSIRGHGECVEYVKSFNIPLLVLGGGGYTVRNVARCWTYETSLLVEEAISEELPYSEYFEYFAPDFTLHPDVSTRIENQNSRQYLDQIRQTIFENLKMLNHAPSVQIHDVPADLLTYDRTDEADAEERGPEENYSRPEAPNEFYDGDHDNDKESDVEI
# HSF1 activator – increases HSF-1 driven luciferase reporter signal. activation, % at 9 µM. NIH3T3-HGL HSF-1 luciferase reporter, MG132, 8 h; 100% = twice DMSO control signal. 300,000 tested, 1.7% active. AID 504408;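 active means mean replicate activation of at least 50% with a set share of replicates each reaching 50%; inconclusive means only one of those two conditions met; inactive means mean below 50% and too few replicates reaching it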;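 further: 0% = median of the neutral control wells and 100% = twice that signal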
# AI-2 QS modul – modulators of Vibrio harveyi AI-2 quorum sensing system. Vibrio harveyi JMH597 AI-2 luminescence/OD600 ratio, 9 h; active compounds read low; strain lacks LuxN and CqsS sensors; 0 = neutral-control median. 300,000 tested, 0.4% active. activity change, % at 7.5 µM; in the data active means activity change below about -75%, passing the limit was not always enough; inconclusive means no clear call, values can overlap the other calls;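 further: luminescence divided by OD600 gain over 9 h not by final OD600 alone; inactives centre near 13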
# Numbers without * were called inactive; ? = inconclusive; · = not tested or not shown.
item	compound	HIF activator	KLF5 inhibitor	HSF1 inh	aSyn UTR inh	HSP90 refold inh
1	Cc1cc(-c2nnnn2-c2cc(Cl)cc(Cl)c2)no1	12.5*	-11.5	-4.5	15.0	-3.6
2	COc1ccc(C(=O)O)cc1NS(=O)(=O)c1cccc2nsnc12	-0.5	5.2	-4.3	11.6	-4.5
3	CCCCNC(=O)COc1ccccc1[N+](=O)[O-]	2.3	-35.7	3.5	-25.8	-2.1
4	CC(=O)N1C(=O)N(C)C2C1N(C)C(=O)N2C(C)=O (stereo not drawn)	0.0	-30.3	2.5	5.9	-1.9
5	CCOC(=O)C1CCCCN1C(=O)CCc1c(C)nc2ncnn2c1C (stereo not drawn)	-3.2	-9.7	-11.9	?	-3.4
6	Cc1cc(C)cc(NC(=O)c2ccc3nc[nH]c3c2)c1	0.5	-20.7	-1.0	-34.8	2.5
7	O=C1N2CCSC2=NC1(NS(=O)(=O)c1ccccc1)C(F)(F)F (stereo not drawn)	0.3	-23.3	-1.9	-0.2	0.6
8	Cc1ccc(C(C(=O)NCC2CCCO2)N(C(=O)c2snc(C(N)=O)c2N)c2ccccc2)o1 (stereo not drawn)	-0.5	-0.9	2.1	-6.1	1.2

item	Platelet DG rel	IEC-6 cytotox	HDAC3 inh	HSF1 activator	AI-2 QS modul
1	-24.0	-0.5	2.3	3.2	-4.8
2	-3.2	-3.3	·	-10.7	23.5
3	12.4	2.3	3.3	18.0	10.3
4	-67.2	-4.9	3.9	20.2	13.1
5	8.6	-2.2	12.7	-26.0	9.2
6	-3.0	-2.3	2.0	12.7	-4.7
7	0.5	1.2	-0.4	-9.1	20.2
8	15.8	-3.4	-10.5	6.9	·

# Taken from above.
# HSF1 inh with compound 4 : 2.5
# aSyn UTR inh with compound 7 : -0.2

# Other records follow.
item	compound	HIF activator	KLF5 inhibitor	HSF1 inh	aSyn UTR inh	HSP90 refold inh
9	O=C(O)c1ccc(S(=O)(=O)c2ccc3c(c2)C(=O)N(NC(=O)c2cccnc2)C3=O)cc1	0.2	-6.0	6.2	11.2	2.9
10	COCCCNC(=O)c1ccc(-n2nc(C(F)(F)F)cc2-c2cccs2)cc1	-0.8	-20.6	-6.7	18.4	5.1
11	CCCCc1nc2cc(C(=O)N3CCNC(=O)C3CC(=O)OC)ccc2o1 (stereo not drawn)	0.7	-28.8	4.5	8.6	0.1
12	C=CCOc1ccc(C(c2c(C)n(C)n(-c3ccccc3)c2=O)c2c(C)n(C)n(-c3ccccc3)c2=O)cc1	-17.8	-27.1	-84.6*	14.6	4.5
13	C[C@H](NC(N)=O)C(=O)Nc1ccc2c(c1)OCO2	0.1	-26.2	-3.3	-7.7	-5.5
14	CCn1nnnc1SCC(=O)Nc1nc(-c2cccs2)cs1	0.3	-28.1	3.2	-22.0	-2.6
15	C=CCNCCOCCSc1ccc(Cl)cc1	-0.3	6.7	20.8	-12.6	3.7
16	O=C(CNC(=O)C1CCCCC1)NCCCO	0.2	0.6	-5.0	4.2	1.4

item	Platelet DG rel	IEC-6 cytotox	HDAC3 inh	HSF1 activator	AI-2 QS modul
9	-5.2	3.3	·	0.8	21.9
10	-1.6	3.5	-2.4	6.6	5.6
11	8.8	4.7	-5.8	17.9	-0.8
12	-1.6	-4.5	-2.7	-87.2	36.7
13	0.6	1.2	-5.0	6.2	18.8
14	1.0	-0.4	-3.2	20.3	6.4
15	7.0	8.0	-5.2	51.7*	19.9
16	-55.3	-7.3	0.6	1.9	16.8

# (continued)
item	compound	HIF activator	KLF5 inhibitor	HSF1 inh	aSyn UTR inh	HSP90 refold inh
17	O=C(Nc1ccccc1Oc1ccccc1)c1cc([N+](=O)[O-])ccc1Cl	-0.6	8.3	12.3	-9.2	2.0
18	CCc1ccc(NC(=O)Cn2c(=O)oc3cc(S(=O)(=O)N4CCOCC4)ccc32)cc1	-0.2	-33.0	-3.3	-17.0	-1.2
19	CCN(CC)CCOC(=O)c1ccc(NC(=O)CCCN2C(=O)/C(=C\c3cccs3)SC2=S)cc1	-0.3	-19.5	-7.5	-16.6	0.2
20	CC(=O)NC(CC(=O)OCC(=O)c1c(N)n(CC(C)C)c(=O)n(C)c1=O)c1ccccc1 (stereo not drawn)	-0.2	·	-8.4	16.8	·
21	O=C(CN1CCCC1)Nc1ccc([N+](=O)[O-])cc1	-0.8	-21.2	1.2	-21.9	-5.0
22	O=C(NNC(=O)c1ccc(Cn2cccn2)o1)NC12CC3CC(CC(C3)C1)C2	-0.2	-53.5	0.0	2.4	-6.2
23	COc1ccccc1N(CC(=O)Nc1ccc2c(c1)OCO2)S(=O)(=O)c1ccccc1	0.3	3.1	-2.3	8.7	1.6
24	COc1ccc(CNC(=O)/C=C/c2ccccc2[N+](=O)[O-])cc1	0.3	-35.7	1.2	-39.4	-2.8

item	Platelet DG rel	IEC-6 cytotox	HDAC3 inh	HSF1 activator	AI-2 QS modul
17	-5.7	3.7	·	21.1	-12.2
18	19.4	0.4	4.3	1.7	-2.1
19	1.5	-2.8	2.7	1.3	3.4
20	1.9	·	5.6	-15.1	22.5
21	-5.3	-8.1	3.6	-9.5	8.9
22	-3.9	-6.2	-11.9	-5.1	17.1
23	-3.2	4.7	2.8	-1.9	6.1
24	1.3	-2.7	6.5	24.9	-80.1*

# Entries above shown as hits in AI-2 QS modul:
cpd	SMILES	KLF5 inhibitor	HSF1 inh	aSyn UTR inh	HSP90 refold inh	Platelet DG rel	HDAC3 inh	HSF1 activator	AI-2 QS modul
24	COc1ccc(CNC(=O)/C=C/c2ccccc2[N+](=O)[O-])cc1	-35.7	1.2	-39.4	-2.8	1.3	6.5	24.9	-80.1*

# Next section:
item	compound	HIF activator	KLF5 inhibitor	HSF1 inh	aSyn UTR inh	HSP90 refold inh
25	COc1ccccc1CN(C)C(C)C(=O)Nc1cccc(C(C)=O)c1 (stereo not drawn)	-0.5	-9.4	1.8	9.5	1.0
26	Cc1cc(C)n(CCOC(=O)c2sc3ccccc3c2Cl)n1	0.1	5.5	5.7	-22.8	3.6
27	CCOC(=O)c1c(C)sc2c1N(C(=O)CN(CC)CC)c1ccccc1S2	-0.1	-14.6	53.3	14.7	0.6
28	COc1ccc(CC2(CO)CCN(Cc3cnn(C)c3)CC2)cc1	-0.6	-13.1	-34.1	5.1	1.3
29	C[C@@H]1C(NC(=O)c2ccccc2)CC2CC1C2(C)C (stereo partly drawn)	-24.3	-46.7	20.9	-16.5	-0.4
30	NC(=S)N/N=C/c1ccc(-n2nncc2-c2ccc(Cl)cc2)cc1	-0.1	0.7	-12.8	20.4	3.8
31	CCOC(=O)c1c(C)n(CC)c2ccc(OC(=O)c3ccc([N+](=O)[O-])cc3)cc12	0.2	-26.3	-0.2	-25.4	-5.5
32	CCCCOc1ccc(CSCCN=C(N)N)cc1	-0.6	-20.9	5.2	-58.4	1.4

item	Platelet DG rel	IEC-6 cytotox	HDAC3 inh	HSF1 activator	AI-2 QS modul
25	0.2	-1.8	0.4	11.9	19.3
26	3.1	6.4	7.6	17.4	13.0
27	2.2	-2.6	6.3	?	5.0
28	8.7	6.4	·	-50.0	31.7
29	-3.6	-1.6	2.7	73.4*	3.3
30	10.9	3.6	3.5	-30.5	12.9
31	-3.7	5.1	7.6	-13.4	13.7
32	5.4	1.8	·	3.6	4.6

# The results go on:
item	compound	HIF activator	KLF5 inhibitor	HSF1 inh	aSyn UTR inh	HSP90 refold inh
33	Fc1cccc(/C=N/Nc2ccccn2)c1	5.4	-91.1	23.7	-276.9	-3.9
34	CCCCC(=O)NC(=S)Nc1cc([N+](=O)[O-])ccc1OC	-0.4	-1.8	-7.7	-2.0	3.6
35	Cc1cccc(N2CCN(S(=O)(=O)c3ccc(-c4ccc(=O)[nH]n4)o3)CC2)c1C	0.5	-36.3	-24.5	4.3	-2.6
36	Cc1ccc(Sc2ncccc2C(=O)O)cc1	-0.2	-12.5	-3.9	11.0	-4.5
37	COc1ccc(NS(=O)(=O)c2ccc(NC(=S)NC(=O)CC(C)C)cc2)cc1	·	-15.4	·	·	-1.1
38	Cc1csc(SCC(=O)Nc2nc3ccccc3s2)n1	2.4	-139.2	12.0	-99.9	-0.3
39	C(=N\N=C\c1ccccn1)/c1ccccn1	0.2	-13.6	-7.0	9.6	-1.4
40	COc1ccc(Cl)cc1-n1c(=S)sc2c(=O)[nH]c(SCC(=O)C(C)(C)C)nc21	-0.3	-61.8	3.7	9.5	-8.3

item	Platelet DG rel	IEC-6 cytotox	HDAC3 inh	HSF1 activator	AI-2 QS modul
33	17.6	-4.5	0.4	37.3	32.6
34	1.3	1.5	2.5	-7.5	-1.9
35	-0.7	3.4	1.0	-32.7	-3.1
36	19.5	-0.5	3.6	-2.6	-79.6*
37	·	-4.2	3.5	·	17.5
38	-10.8	3.4	14.5	7.5	-11.2
39	1.2	-2.6	2.9	-12.8	-1.8
40	1.6	-1.9	3.2	0.3	27.1

# The final 4 entries of the part before are carried over, then new ones follow:
item	compound	HIF activator	KLF5 inhibitor	HSF1 inh	aSyn UTR inh	HSP90 refold inh
37	COc1ccc(NS(=O)(=O)c2ccc(NC(=S)NC(=O)CC(C)C)cc2)cc1	·	-15.4	·	·	-1.1
38	Cc1csc(SCC(=O)Nc2nc3ccccc3s2)n1	2.4	-139.2	12.0	-99.9	-0.3
39	C(=N\N=C\c1ccccn1)/c1ccccn1	0.2	-13.6	-7.0	9.6	-1.4
40	COc1ccc(Cl)cc1-n1c(=S)sc2c(=O)[nH]c(SCC(=O)C(C)(C)C)nc21	-0.3	-61.8	3.7	9.5	-8.3
41	O=C(O)CC1S/C(=N/N=C/c2ccccn2)NC1=O (stereo not drawn)	-0.1	-18.8	-5.1	-2.3	11.5
42	CCN(CC)c1ccc(S(=O)(=O)N2CCOCC2)cc1NC(=O)CSc1ccccc1	-30.8	·	13.1	-7.2	·
43	CCOc1ccc(/C=N/NC(=O)c2nnn(-c3nonc3N)c2CN(C)C2CCCCC2)cc1	-1.0	-6.2	1.2	1.1	-3.3
44	COc1ncnc2c1oc1nc(C)c3c(c12)CC(C)(C)OC3	-0.7	-30.0	0.1	-13.1	1.3
45	COc1ccc(S(=O)(=O)Nc2c(C)ccc3nsnc23)cc1OC	-0.3	4.4	-3.8	0.0	6.7
46	O=C(Nc1nc(-c2ccc(Oc3ccccc3)cc2)cs1)C1=COCCO1	0.5	-8.0	1.9	-11.3	2.4
47	CCN(c1ccccc1)S(=O)(=O)c1ccc(Cl)c(NC(=O)CSc2ncn[nH]2)c1	1.4	-10.0	4.7	10.2	7.0
48	Cc1cc(C)nc(NC(=S)Nc2ccc(Br)cc2Cl)c1	-0.2	1.6	7.1	-28.5	3.4

item	Platelet DG rel	IEC-6 cytotox	HDAC3 inh	HSF1 activator	AI-2 QS modul
37	·	-4.2	3.5	·	17.5
38	-10.8	3.4	14.5	7.5	-11.2
39	1.2	-2.6	2.9	-12.8	-1.8
40	1.6	-1.9	3.2	0.3	27.1
41	12.4	-2.3	7.6	0.9	12.2
42	-4.5	·	4.4	14.1	31.8
43	-1.5	-1.4	-4.7	-6.4	-11.5
44	23.5	-3.1	3.1	-5.8	13.2
45	2.4	-5.4	·	-4.3	0.3
46	-1.1	0.3	?	-2.4	32.9
47	-0.9	-3.6	-0.3	-10.3	20.1
48	0.1	5.4	-4.1	10.5	33.0

# High-throughput results deposited in PubChem BioAssay by several laboratories.
